Screening results deposited in PubChem BioAssay by National Center for Advancing Translational Sciences (NCATS).
Casp1 inh – blocks human caspase-1 allosterically or competitively | P29466 | Caspase-1 enzyme, Ac-WEHD-AFC fluorogenic rate | Potency, µM (series often up to 57.5 µM), inactives show at the highest dose activity change, negative = inhibition, most hits filed as inhibitors | hit rate 0.03% among 75,000;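 also: potency is read from the fitted curve at half-maximal effect; plate controls were vehicle for no effect and no substrate for full effect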
4-MU autofl – compounds fluorescent in 4-MU spectral region | AID 589 | max dye-equivalent concentration, M | compound autofluorescence, 340/450 nm, 4-MU equivalents; hits give high values | hit rate 11% among 59,000; in the data active = max dye-equivalent concentration above about 10 nM; inconclusive = mostly about 1.1 nM to 9.6 nM
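Compounds in 100 mM Tris, pH 8.0, sat 15 min at room temperature before fluorescence was read at 340 nm excitation/450 nm emission; a per-plate six-point 4-MU standard curve converted signals to dye-equivalent concentration at each compound concentration.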
TexasRed autofl – compounds fluorescent in Texas Red spectral region. Compound fluorescence, Texas Red channel, 547/618 nm; hits give high values. max dye-equivalent concentration, M. hit rate 0.06% among 59,000. AID 587; in the data active = max dye-equivalent concentration above about 10 nM; inconclusive = between about 1.1 nM and that limit
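qHTS profiling of intrinsic compound fluorescence; 100 mM Tris pH 8.0; 15 min RT; ex 547 / em 618 nm; response expressed as Texas Red dye-equivalent concentration from six-point plate standard.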
ERK AVP inh – inhibitors of vasopressin-stimulated ERK signaling pathway; HEK293-V1b, vasopressin-stimulated pERK AlphaScreen; Potency, µM (top dose mostly 57.5 µM), inactives show top-dose activity, negative = inhibition, most hits filed as inhibitors; hit rate 0.99% among 72,000; also: potency is read from the fitted curve at half-maximal effect; % is scaled to controls: 0 for no effect and ±100 for the full control effect; nearly all actives have a fitted effect of over 55% in size
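V1b-HEK293 cells; cpd 30 min 37C; 25 nM vasopressin 5 min; lyse 10 min; AlphaScreen beads 5 hr RT. Normalized to DMSO basal and 25 nM vasopressin; AC50 by Hill fit.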
A350 autofl – compound fluoresces in the Alexa 350 spectral region; hit rate 11% among 59,000; Compound autofluorescence, 340/450 nm, Alexa 350 dye-equivalents; hits give high values; max dye-equivalent concentration, M; in the data active = max dye-equivalent concentration above about 10 nM; inconclusive = mostly about 1.1 nM to 9.6 nM
Tau filament bind – binders of human tau filaments | P10636 | hit rate 2% among 71,000 | Potency, µM (doses to about 57.1 µM), for the others: at the highest dose activity change, negative = inhibition | recombinant tau filaments, thioflavin S fluorescence, 15 h; filaments grown with octadecylsulfate alongside compound;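 also: potency is read from the fitted curve at half-maximal effect; % is scaled to controls: 0 for no effect and ±100 for the full control effect; actives lower thioflavin S fluorescence by blocking filaments or displacing dye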
Target sequence (P10636 whole entry, looked up): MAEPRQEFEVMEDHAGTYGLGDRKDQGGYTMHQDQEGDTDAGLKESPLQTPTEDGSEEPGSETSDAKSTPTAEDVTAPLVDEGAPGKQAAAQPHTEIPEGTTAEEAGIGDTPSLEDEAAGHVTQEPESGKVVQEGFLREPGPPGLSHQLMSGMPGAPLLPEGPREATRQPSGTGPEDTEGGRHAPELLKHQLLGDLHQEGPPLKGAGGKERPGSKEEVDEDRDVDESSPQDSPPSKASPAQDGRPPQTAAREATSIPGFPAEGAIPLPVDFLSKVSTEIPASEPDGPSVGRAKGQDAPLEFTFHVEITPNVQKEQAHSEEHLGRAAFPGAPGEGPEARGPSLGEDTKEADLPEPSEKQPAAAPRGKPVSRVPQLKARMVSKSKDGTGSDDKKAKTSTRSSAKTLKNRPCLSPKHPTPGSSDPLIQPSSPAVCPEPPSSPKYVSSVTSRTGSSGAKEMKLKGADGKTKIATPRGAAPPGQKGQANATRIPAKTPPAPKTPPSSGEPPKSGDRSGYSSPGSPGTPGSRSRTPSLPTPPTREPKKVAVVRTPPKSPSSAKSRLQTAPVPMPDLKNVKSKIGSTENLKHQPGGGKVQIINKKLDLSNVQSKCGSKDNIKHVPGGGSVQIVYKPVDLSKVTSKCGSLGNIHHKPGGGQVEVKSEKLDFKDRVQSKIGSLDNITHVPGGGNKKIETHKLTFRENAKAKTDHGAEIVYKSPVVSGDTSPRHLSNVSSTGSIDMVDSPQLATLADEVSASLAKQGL
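Read-out: ThS fluorescence, 450 nm excitation/510 nm emission; lower signal marks blocked filament formation or displaced dye. Tau at 1 uM with 30 uM ODS, 10 uM ThS, 5 mM DTT, 100 mM NaCl, 10 mM HEPES pH 7.4; 15 h, 37 C.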
FLuc inh – firefly luciferase inhibition; P08659; purified firefly luciferase, luminescence, 8 min; Potency, µM (series often up to 57.1 µM), inactives show top-dose activity change, negative = inhibition, most hits filed as inhibitors; hit rate 2.2% among 72,000; also: potency is read from the fitted curve at half-maximal effect; % is scaled to controls: 0 for no effect and ±100 for the full control effect; nearly all actives have a fitted effect of over 40% in size
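Here, luciferase activity is measured as luminescence following an 8 min room-temperature reaction at 10 uM ATP, pH 7.2. Every library sample is titrated.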
Fluorescein autfl – fluorescein region autofluorescence. hit rate 0.91% among 59,000. max fluorescein-equivalent concentration, M. Compound autofluorescence, 480/540 nm, fluorescein-equivalent; hits give high values. AID 593; in the data active = max fluorescein-equivalent concentration above about 10 nM; inconclusive = between about 1.1 nM and that limit
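Library compounds, added at multiple concentrations to pH 8.0 Tris buffer (100 mM), incubate 15 min at room temperature before CCD imaging at 480 nm excitation and 540 nm emission.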
HEK293 cAMP cs – parental HEK293 cAMP activation (counter-screen). hit rate 2.5% among 73,000. parental HEK293 CNG cAMP sensor, membrane potential fluorescence. Potency, µM (top dose mostly 57.1 µM), without a hit: at the highest dose activation, actives largely listed as activators; also: potency is read from the fitted curve at half-maximal effect; % of control where 0% means no effect; nearly all actives have a fitted effect of over 55% in size
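Counterscreen for endogenous-receptor signalling: CNG-channel HEK 293 cells report cAMP rise by membrane depolarization. After 60 min dye equilibration with 100 uM RO 20-1724, compounds incubated 30 min before bottom-read fluorescence at 590 nm.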
Casp7 inh – caspase-7 (human) inhibition, allosteric or competitive. hit rate 0.02% among 75,000. recombinant caspase-7, Ac-DEVD-AFC fluorescence rate. P55210. Potency, µM (top dose mostly 57.5 µM), without a hit: at the top dose activity change, negative = inhibition, most hits filed as inhibitors. AID 889; active = well fitted inhibition curve with a large enough effect in the main read-out, with a control signal flat, not every such curve was filed as active; inconclusive = small, poorly fitted or top-dose-only effect, or a change in a side signal; also: potency is read from the fitted curve at half-maximal effect; % of control where 0% means no effect
Target sequence (P55210 24-198 limits assumed): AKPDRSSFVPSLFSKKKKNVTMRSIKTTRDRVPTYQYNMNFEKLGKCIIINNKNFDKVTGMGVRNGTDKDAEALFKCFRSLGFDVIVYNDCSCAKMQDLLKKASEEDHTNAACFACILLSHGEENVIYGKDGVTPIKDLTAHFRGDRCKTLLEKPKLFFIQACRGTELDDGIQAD
Target sequence (P55210 207-303 limits assumed): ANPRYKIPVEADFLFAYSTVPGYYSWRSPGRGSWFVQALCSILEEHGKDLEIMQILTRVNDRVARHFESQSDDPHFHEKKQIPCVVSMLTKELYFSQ
Rhodamine autofl – compound autofluorescence in rhodamine spectral region. max dye-equivalent concentration, M. Rhodamine-region fluorescence, 547/598 nm, Tris buffer; hits give high values. hit rate 0.05% among 59,000; in the data active = max dye-equivalent concentration above about 11 nM; inconclusive = between about 1.1 nM and that limit
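Intrinsic compound fluorescence, ex 547 / em 598 nm, CCD imager. Tris 100 mM pH 8.0; 15 min RT. Output = rhodamine dye-equivalent concentration at each compound concentration.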
* = called active by the depositor; i = inactive; ? = inconclusive; . = no result given; [ ] = dose if it differs, or a comment. Unless noted, calls follow the shape of the dose curve; as a rule, active = well fitted curve in the direction sought with a large enough effect; inconclusive = small, poorly fitted or top-dose-only effect, or another doubt; inactive = no such curve, though single readings can be large; an effect the other way counts as inactive or inconclusive. An excerpt, so the mix of outcomes need not match the whole.

SMILES | Casp1 inh | 4-MU autofl | TexasRed autofl | ERK AVP inh | A350 autofl | Tau filament bind | FLuc inh | Fluorescein autfl | HEK293 cAMP cs | Casp7 inh | Rhodamine autofl
CC1(C)NC(=O)N(CC(O)COc2ccccc2C(=O)Nc2ccccc2)C1=O (stereo not given) | . | i | i | . | i | . | 0%[25.5 µM] | i | . | . | i
COc1ccc(NC(=O)CN2CCC(C)CC2)cc1 | 0% | i | i | -13% | i | -12% | -4% | i | 6% | 0% | i
Cc1cc(C(=O)CSc2nnc(N)s2)c(C)n1CCc1ccc(Cl)cc1 | -5% | ? | i | 24% | ? | 237% | -1% | ? | 25µM* | -7% | i
Cc1nc2ccc(Br)cn2c1NC(C)(C)C | -4% | i | i | -5% | i | -1% | 3% | ? | 24% | -2% | i
O=C(O)CCn1c(=O)sc2ccccc21 | -2% | i | i | -16% | i | 6% | 2% | i | 2% | 0% | i
COc1ccccc1N1C(=O)CC(N2CCc3ccccc32)C1=O (stereo not given) | -3% | i | i | 24% | i | 2% | 0% | i | -2% | -1% | i
CCOC(=O)[C@H]1CCC[C@@H](NS(=O)(=O)c2ccc(NC(C)=O)cc2)C1 | -2% | ? | i | 7% | ? | -3% | 4% | i | 1% | 1% | i
Cc1cccc(CS(=O)(=O)Cc2ccc(C(=O)NCCN3CCCCC3C)o2)c1 (stereo not given) | -1% | i | ? | 16% | i | 17% | 3% | i | 2% | -1% | i
Nc1ccccc1SCC(=O)N1CCc2ccccc21 | -1% | i | i | -17% | i | -1% | -5% | i | -4% | 1% | i
Cc1cc(C)c(S(=O)(=O)Nc2ccc(O)cc2)cc1C | -1% | i | ? | 25% | i | 2% | 2% | i | 12% | 3% | i
CCOc1ccccc1-c1nc(-c2cc3ccc(C)cc3[nH]c2=O)no1 | -3% | 9.6e-08M* | i | -23% | 8.1e-08M* | 92% | 0% | i | ? | -4% | i
Cc1nc(=O)c(-c2ccccc2)c(C)n1-c1ccccc1C(=O)O | -2% | i | i | -2% | i | 4% | 2% | i | 0% | 0% | i
COc1ccc(S(=O)(=O)N[C@@H](Cc2ccccc2)C(=O)N2CC[C@@]3(O)CCCC[C@H]3C2)cc1 | 0% | i | i | -20% | ? | -6% | 2% | i | 4% | 0% | i
CC(=O)N(C)C1(c2nnnn2CCOC(=O)Nc2cccc3ccccc23)CCCC1 | -2% | i | i | 3% | i | 4% | -1% | ? | 1% | -2% | i
C=CCNC(=O)c1ccncc1 | 0% | i | i | 12% | i | -6% | 1% | i | 3% | 1% | i
Cc1nnc(SCc2cnc(-c3ccccc3)o2)[nH]c1=O | -1% | i | i | -6% | i | -11% | 2% | i | 4% | -2% | i
Cc1cc(C(C)(C)C)c(OCCCN2CCOCC2)c(C(C)(C)C)c1 | 1%[11.5 µM] | i | ? | -13%[11.5 µM] | i | 0%[11.4 µM] | 1%[11.4 µM] | i | 5%[11.4 µM] | -3%[11.5 µM] | i
CCCCNC(=O)c1ccc(N2CCOCC2)c(NS(=O)(=O)c2ccc(OC)cc2)c1 | -2% | i | i | 24% | i | 4% | 1% | i | ? | -2% | i
COc1ccccc1-n1c(SCC(=O)Nc2ccc(F)cc2)nc2c(c1=O)SCC2 | -3% | . | . | . | . | -3% | 1% | . | 2% | -1% | .
N#CCSC1=Nc2ccccc2C2=NC(CCC(=O)N3CCN(c4ccccc4)CC3)C(=O)N12 (stereo not given) | -2% | 1.2e-08M* | i | 11% | 1.2e-08M* | -20% | 2% | i | -1% | -3% | i
O=c1[nH]cc(COCc2ccccc2)c(=O)[nH]1 | 0% | i | i | 6% | i | -9% | 1% | i | 3% | 1% | i
O=C(Nc1nc(-c2ccc(S(=O)(=O)N3CCCC3)cc2)cs1)c1ccco1 | 0% | i | i | ? | i | 76% | 1% | i | ? | -2% | i
COCC(=O)N(c1ccc(C(C)C)cc1)C1C=CS(=O)(=O)C1 (stereo not given) | -3% | i | i | -1% | i | -12% | 0% | i | 19% | -6% | i
CCOC(=O)C1C(=O)CC(C)(O)C(C(=O)OCC)C1c1cc(Br)ccc1OC (stereo not given) | 0% | i | ? | -2% | i | -6% | 3% | i | 10% | 1% | i
COc1ccc(S(=O)(=O)N2CCCC(C(=O)O)C2)cc1Cl (stereo not given) | 1% | i | i | -18% | i | 9% | 0% | i | -2% | 0% | i
CCOc1ccc2cc(S(=O)(=O)n3ccnc3C)ccc2c1 | 0% | . | . | -17% | . | 6% | 3% | . | ? | -2% | .
CS(=O)(=O)Nc1ccccc1C(=O)NCc1ccco1 | -2% | ? | i | -12% | ? | 8% | 4% | i | 6% | -1% | i
Cn1c(CN2CCOCC2)nnc1SCC(=O)NCCc1ccccc1 | 0% | i | ? | 2% | i | 3% | 2% | i | -8% | -2% | i
COc1ccc(OC)c(NC(=O)C2C3C=CC(C3)C2C(=O)NCc2ccccn2)c1 (stereo not given) | -1% | 1.8e-08M* | i | 1% | 1.8e-08M* | -3% | -2% | i | 6% | -2% | i
CC(C)(C)NC(=O)NC(=O)COC(=O)COc1ccc2c(c1)CCC2 | -1% | i | i | 11% | i | 1% | -1% | i | 17% | -1% | i
CCc1ccc2[nH]c(=O)c(CN(Cc3ccccc3)Cc3nnnn3Cc3ccco3)cc2c1 | -7% | ? | ? | -18% | ? | 14% | -33% | i | 25% | -9% | i
CC(=O)Oc1ccc(C(=O)Nc2nnc(C)s2)cc1 | 0% | . | . | 1% | . | 2%[11.4 µM] | -15% | . | -1%[11.4 µM] | 0% | .
CCOc1cc(-c2nc(-c3ccc(C)nc3OC)no2)cc(OCC)c1OCC | 1% | i | i | 5% | ? | -13% | 2% | ? | 9% | -3% | i
COc1ccc(C(=O)Nc2cccc(C)c2)cc1 | -2% | . | . | -20% | . | 7%[11.4 µM] | 6.3µM* | . | 11%[11.4 µM] | 1% | .
Oc1oc(-c2ccco2)nc1C=Nc1ccccc1 | -13% | 1.5e-08M* | ? | -7% | 1.8e-08M* | -3% | 16µM* | i | -5% | -2% | i
Cc1ccc2cccc(S(=O)(=O)NC3CCS(=O)(=O)C3)c2n1 (stereo not given) | -2% | 1.8e-07M* | ? | 2% | 1.8e-07M* | 34% | 1% | ? | 2% | -1% | i

Marked active in FLuc inh, among the entries above:
Compound | Casp1 inh | 4-MU autofl | TexasRed autofl | A350 autofl | Tau filament bind | FLuc inh | Fluorescein autfl | Casp7 inh | Rhodamine autofl
COc1ccc(C(=O)Nc2cccc(C)c2)cc1 | -2% | . | . | . | 7%[11.4 µM] | 6.3µM* | . | 1% | .
Oc1oc(-c2ccco2)nc1C=Nc1ccccc1 | -13% | 1.5e-08M* | ? | 1.8e-08M* | -3% | 16µM* | i | -2% | i

Carrying on:
SMILES | Casp1 inh | 4-MU autofl | TexasRed autofl | ERK AVP inh | A350 autofl | Tau filament bind | FLuc inh | Fluorescein autfl | HEK293 cAMP cs | Casp7 inh | Rhodamine autofl
COc1ccc(C(=S)N2CCCC2)cc1C | -2% | . | . | 11% | . | 1%[11.4 µM] | 1% | . | 2%[11.4 µM] | 1% | .
Cc1ccc(C2CC(c3cccc(Br)c3)Nc3nnnn32)cc1 (stereo not given) | -7% | i | i | -18% | i | 9% | 0% | i | 11% | -8% | i
CC1CCCC(C)N1C(=O)CSc1nnc(NC(=O)c2cccs2)s1 (stereo not given) | 0% | i | i | 1% | i | 2% | -1% | i | 4% | -1% | i
Cn1c(CNc2nc(-c3ccccc3)cs2)nnc1SCC(=O)c1ccccc1 | -3% | i | ? | -25% | i | -3% | ? | ? | 5% | -4% | i
COc1ccccc1N1CCN(S(=O)(=O)c2ccc(F)cc2)CC1 | -2% | . | . | 13% | . | -4% | 0% | . | 10% | -1% | .
COc1ccc(C(c2nnnn2Cc2cccs2)N2CCC(C(N)=O)CC2)c(OC)c1 (stereo not given) | 1% | i | i | 18% | i | -10% | 1% | ? | 2% | 0% | i
CC(=O)Nc1cccc(NC(=O)C2CC(=O)N(c3ccc(C)cc3)C2)c1 (stereo not given) | 0% | i | i | 4% | i | -3% | 1% | i | -8% | -6% | i
COc1cc(OC)cc(C(=O)N2CCN(Cc3cccc(F)c3)CC2)c1 | -5% | i | i | -27% | i | 31% | 1% | i | 8% | -2% | i
CCN(CC)S(=O)(=O)c1cccc(C(=O)N2CC(O)CC2C(=O)O)c1 (stereo not given) | 0% | i | i | 1% | i | 1% | 1% | ? | 1% | 2% | i
COc1ccc(NC(=O)C2CCCN(C(=O)NC3CCCCC3)C2)cc1OC (stereo not given) | -2% | i | i | 2% | i | -6% | 2% | i | -7% | 0% | i
CN1CCCC(OC(=O)c2cc(Cl)ccc2Cl)C1 (stereo not given) | -3% | i | i | -12% | i | -13% | -1% | i | 8% | 1% | i
COC(=O)c1cccc(NC(=O)C2COc3ccccc3O2)c1 (stereo not given) | 0% | i | i | -14% | i | -7% | -10% | i | 17% | 1% | i

Reprinted from the results shown for reference:
SMILES | Casp1 inh | 4-MU autofl | TexasRed autofl | ERK AVP inh | A350 autofl | Tau filament bind | FLuc inh | Fluorescein autfl | HEK293 cAMP cs | Casp7 inh | Rhodamine autofl
CN1CCCC(OC(=O)c2cc(Cl)ccc2Cl)C1 (stereo not given) | -3% | i | i | -12% | i | -13% | -1% | i | 8% | 1% | i
COC(=O)c1cccc(NC(=O)C2COc3ccccc3O2)c1 (stereo not given) | 0% | i | i | -14% | i | -7% | -10% | i | 17% | 1% | i
